Screening data from PubChem.
VLA-4 antagonist: inhibition of LDV-FITC ligand binding to human VLA-4 integrin; inhibition, % at 10 µM (by protocol); Jurkat cells, LDV-FITC binding with Mn2+, flow cytometry; 100% = Mn2+-driven binding gain fully reversed; 24,000 tested, 0.2% active; AID 529; P13612;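 active = inhibition above 50%; inconclusive = compound itself fluorescent, judged against control cell fluorescence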;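 also: 0% = Mn2+ stimulated cells lacking compound and 100% = ligand binding without Mn2+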
Target sequence (P13612 whole entry, looked up): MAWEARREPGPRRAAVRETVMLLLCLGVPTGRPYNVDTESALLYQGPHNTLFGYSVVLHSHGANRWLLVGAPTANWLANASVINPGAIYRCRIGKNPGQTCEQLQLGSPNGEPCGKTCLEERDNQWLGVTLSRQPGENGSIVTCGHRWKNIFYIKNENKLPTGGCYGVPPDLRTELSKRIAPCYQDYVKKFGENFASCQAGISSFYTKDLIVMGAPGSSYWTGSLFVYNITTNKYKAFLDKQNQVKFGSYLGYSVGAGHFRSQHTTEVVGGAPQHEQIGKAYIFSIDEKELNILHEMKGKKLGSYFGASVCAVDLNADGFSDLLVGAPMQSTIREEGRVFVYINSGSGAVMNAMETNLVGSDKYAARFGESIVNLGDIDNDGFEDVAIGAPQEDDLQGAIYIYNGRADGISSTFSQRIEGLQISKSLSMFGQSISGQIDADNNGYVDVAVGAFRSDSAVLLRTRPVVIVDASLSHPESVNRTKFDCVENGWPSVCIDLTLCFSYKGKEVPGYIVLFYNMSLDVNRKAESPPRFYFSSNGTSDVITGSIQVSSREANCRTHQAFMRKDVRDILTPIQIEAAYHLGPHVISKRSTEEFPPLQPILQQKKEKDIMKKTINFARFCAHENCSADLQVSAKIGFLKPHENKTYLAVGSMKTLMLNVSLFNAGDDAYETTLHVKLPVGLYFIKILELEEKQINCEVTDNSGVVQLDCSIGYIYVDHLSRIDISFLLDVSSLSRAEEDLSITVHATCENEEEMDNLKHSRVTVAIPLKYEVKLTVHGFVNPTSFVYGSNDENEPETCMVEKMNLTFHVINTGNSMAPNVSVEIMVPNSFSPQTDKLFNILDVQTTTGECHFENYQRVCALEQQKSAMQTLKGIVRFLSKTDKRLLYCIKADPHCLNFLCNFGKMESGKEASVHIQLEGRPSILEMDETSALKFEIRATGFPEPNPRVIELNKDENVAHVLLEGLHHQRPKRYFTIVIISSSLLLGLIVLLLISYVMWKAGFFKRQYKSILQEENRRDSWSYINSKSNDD
Autofluor Jurkat: autofluorescence counter-screen for VLA-4 integrin assays; Jurkat cells, compound autofluorescence, flow cytometry; hits give high values; 1 = vehicle-only cell background; fluorescence ratio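 (tested at 10 µM compound in the well)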; 24,000 tested, 0.61% active;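 active = fluorescence ratio above 2.44, which is 1 plus 3 SD of all ratios; inconclusive = signal too bright to measure linearly, ratio around 10 or more; inactive = fluorescence ratio below 2.44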;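 also: green fluorescence of cells measured with 488 nm excitation and 530 nm emission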
Prostate diff: activators of LNCaP prostate cell differentiation. flow cytometry side scatter, 4 d. side scatter shift, % at 10 µM. 24,000 tested, 0.56% active;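 active = side scatter shift above 30%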;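 also: androgen-responsive LNCaP prostate cancer cells in charcoal-stripped serum medium; percent of cells past a gate set so DMSO wells show 10% shift; higher shift means more granular cells and more differentiation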
VLA-4 agonist: allosterically activates the human VLA-4 integrin; P13612; Jurkat cells, LDV-FITC binding, flow cytometry; activation, % at 10 µM (by protocol); 24,000 tested, under 10 active; AID 528;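 active = fluorescent ligand binding to cells raised by more than 40% of the manganese-induced maximum; inconclusive = compound's own fluorescence above 85% of the ligand control signal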;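 also: 0% = ligand binding without compound and 100% = manganese-stimulated maximal binding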
* = called active by the depositor; ? = inconclusive.

nr	SMILES	VLA-4 antagonist	Autofluor Jurkat
1	Cc1ccc2c(c1)[C@@H]1CN(C)CC[C@@H]1N2C(=O)Nc1cccc(C(F)(F)F)c1	-8	1.1
2	Cc1cc(N2C(=O)C3CCCN3C2c2ccccc2)no1 (centres undefined)	-10	0.94
3	COC(=O)C1C2c3ccccc3OC1(C)N=c1s/c(=C/c3cnn(C)c3C)c(=O)n12 (centres undefined)	9	1
4	c1ccc(Cn2ccnc2)cc1	-8	1
5	CC(Oc1ccc(-c2ccccc2)cc1)C(=O)O (centres undefined)	-5	0.99
6	CCn1nc(-c2ccccc2)nc2c(=O)n(C)c(=O)nc1-2	?	1.7
7	O=c1[nH]c(=O)n(-c2ccc(F)cc2)c(O)c1C=Nc1ccccc1N1CCCC1	-8	1.1
8	Cc1ccccc1NC1=NCCCS1	-3	0.95

nr	VLA-4 agonist	Prostate diff
1	2	55*
2	7	7
3	-6	8
4	-2	2
5	-2	18
6	?	26
7	2	7
8	5	3

Other results follow.
nr	SMILES	VLA-4 antagonist	Autofluor Jurkat
9	COC(=O)C1C2c3ccccc3OC1(C)N=c1s/c(=C/c3cnn(C)c3)c(=O)n12 (centres undefined)	-2	1.1
10	C[N+]1(C)CCN(c2ccccc2)CC1	-4	1.1
11	CCCCn1c(O)c(C(CC)=Nc2cccc(C(=O)O)c2)c(=O)[nH]c1=O	-9	1.1
12	CCOP1(=S)Oc2cc3c(cc2C(C(=O)OC)(C(F)(F)F)O1)OCO3 (centres undefined)	2	0.99
13	COc1ccc(C2C(C(=O)N3CCC4(CC3)OCCO4)c3cc(OC)c(OC)cc3C(=O)N2C)cc1 (centres undefined)	7	1
14	Cc1cccn2c(=O)c3cc(C(=O)N4CCC5(CC4)OCCO5)n(C)c3nc12	4	1
15	Cc1nc2nc(C)c(CCC(=O)N3CCC4(CC3)OCCO4)c(C)n2n1	9	0.99
16	COc1ccc(C(=O)C(C)(C)NO)cc1	-1	1

nr	VLA-4 agonist	Prostate diff
9	1	1
10	0	4
11	-2	5
12	7	3
13	0	5
14	3	1
15	0	4
16	-3	7

Later entries.
nr	SMILES	VLA-4 antagonist	Autofluor Jurkat
17	Cc1[nH]c2ccccc2c1C1=CCNCC1	?	1.7
18	Cc1ccc(S(=O)(=O)NCC2CCC(C(=O)N3CCC4(CC3)OCCO4)CC2)cc1 (centres undefined)	-5	1
19	COc1cc2c(cc1OC)C(C(=O)N1CCC3(CC1)OCCO3)C(c1ccccc1F)N(C)C2=O (centres undefined)	-11	1
20	CC(=O)C1C2c3ccccc3OC1(C)N=c1s/c(=C/c3cn(C)nc3C)c(=O)n12 (centres undefined)	12	1
21	CCc1nnc(NC(=O)CCc2nc(C3=CCN(C)CC3)no2)s1	9	1
22	Cc1ccc(OCC(=O)NCCN2CCN(C(=O)COc3ccc(C)cc3)CC2)cc1	-11	1.1
23	CC1CCC(C(=O)NC(C(=O)N2CCC3(CC2)OCCO3)C(C)C)CC1 (centres undefined)	-15	0.99
24	O=C(c1sc2ccccc2c1Cl)N1CCC2(CC1)OCCO2	-12	1.1

nr	VLA-4 agonist	Prostate diff
17	?	9
18	1	11
19	5	5
20	-1	1
21	2	9
22	4	10
23	5	10
24	0	3

The results go on:
nr	SMILES	VLA-4 antagonist	Autofluor Jurkat
25	O=C1C2CCCN2C(c2cccnc2)N1c1ccc(Cl)cc1 (centres undefined)	?	1.2
26	OCCOCC#CCN1CCOCC1	-17	0.99
27	CC(NC(C)(C)C)C(=O)c1cccc(Cl)c1 (centres undefined)	-6	0.96
28	Cc1ccc(C(=O)C2CN3CCC2CC3)cc1 (centres undefined)	-10	1.1
29	O=C(NCC(c1cccnc1)N1CCN(c2ccc(F)cc2)CC1)Oc1ccccc1 (centres undefined)	2	1.2
30	CCC(=O)N1CC(=O)Nc2ccc(Cl)cc2C1c1ccc(F)cc1 (centres undefined)	22	0.89
31	CCOC(=O)C(O)(c1ccc(N(CC)S(=O)(=O)c2ccccc2)cc1)C(F)(F)F (centres undefined)	-10	1
32	CNP1(NC)=NC(C(F)(F)F)=NC(C(F)(F)F)=N1	-12	1.1

nr	VLA-4 agonist	Prostate diff
25	?	5
26	4	12
27	-2	3
28	-4	1
29	-6	2
30	5	8
31	2	14
32	2	12

(more compounds)
nr	SMILES	VLA-4 antagonist	Autofluor Jurkat
33	Cn1c2ccccc2c2c(C(=O)N3CCC4(CC3)OCCO4)cn(C3CCCC3)c(=O)c21	0	0.88
34	c1ccc(C2NCc3ccccc3-n3cccc32)cc1 (centres undefined)	-1	1.1
35	Cc1cc(N2C(=O)C3CCCN3C2c2ccc(Cl)c(Cl)c2)no1 (centres undefined)	-5	0.94
36	COc1ccc(CN2CCN(c3ccccc3F)CC2)c(OC)c1	-12	0.99
37	O=C(COc1ccc2ccccc2c1)N1CCN(C2CCN(Cc3ccccc3)CC2)CC1	-12	1.1
38	Cn1c(C(=O)N2CCC(C(=O)N3CCC4(CC3)OCCO4)CC2)cc2sccc21	-33	1
39	NCCc1ccc(O)cc1	-26	0.99
40	c1ccc2c(c1)OCC(C1=NCCN1)O2 (centres undefined)	-8	1.1

nr	VLA-4 agonist	Prostate diff
33	5	3
34	4	6
35	-2	13
36	-8	12
37	1	46*
38	5	2
39	0	13
40	4	6

The list goes on:
nr	SMILES	VLA-4 antagonist	Autofluor Jurkat
41	c1cncc(CNC2=NCCCCC2)c1	-32	1.1
42	CCOC(=O)C1CN(C)CCC1=O (centres undefined)	2	0.98
43	CCCCn1c(O)c(C(C)=Nc2cccc(C(=O)O)c2)c(=O)[nH]c1=O	-24	1.1
44	O=C(O)c1nonc1-c1nonc1C(=O)O	-20	0.97
45	CCCS(=O)(=O)N1CCC(C(=O)N2CCC3(CC2)OCCO3)CC1	-8	1
46	CC#CP(=O)(OCC)C(O)(c1ccccc1)C(F)(F)F (centres undefined)	-8	0.96
47	CC(=O)[C@H]1CC[C@H]2[C@@H]3CC[C@H]4C[C@H](O)CC[C@]4(C)[C@H]3C(=O)C[C@]12C	-16	1
48	Cc1cc(N2CCOCC2)nc2ccc(NC(=O)CCC(=O)N3CCC4(CC3)OCCO4)cc12	-9	1

nr	VLA-4 agonist	Prostate diff
41	6	4
42	4	10
43	2	12
44	2	11
45	3	3
46	-2	8
47	-2	6
48	-2	10

2 records drawn at random from the list so far, as already listed:
nr	SMILES	VLA-4 antagonist	Autofluor Jurkat
42	CCOC(=O)C1CN(C)CCC1=O (centres undefined)	2	0.98
47	CC(=O)[C@H]1CC[C@H]2[C@@H]3CC[C@H]4C[C@H](O)CC[C@]4(C)[C@H]3C(=O)C[C@]12C	-16	1

nr	VLA-4 agonist	Prostate diff
42	4	10
47	-2	6

Additional structures follow.
nr	SMILES	VLA-4 antagonist	Autofluor Jurkat
49	O=C(CCCC1=NS(=O)(=O)c2ccccc2N1)N1CCC2(CC1)OCCO2	-10	1
50	Cc1ccc(Cl)cc1N1CCN(CCN)CC1	?	1.3
51	CC(=NCc1cccnc1)c1c(O)n(Cc2ccccc2)c(=O)[nH]c1=O	-20	1
52	CCn1c(C)c(C(=O)O)c2cc(OC)ccc21	-6	1.1
53	Cc1nc2c(c(C)nn2-c2ccccc2)c(C)c1CCC(=O)N1CCC2(CC1)OCCO2	?	1.3
54	CC1(C)C(c2ccccc2)=NC(c2cccnc2)N1O (centres undefined)	-14	0.93
55	Cc1nc2c(-c3ccccc3)c(C)nn2c(C)c1CCC(=O)N1CCC2(CC1)OCCO2	16	1.2
56	CC1=C(C(=O)N2CCC3(CC2)OCCO3)C2(CCC(C)CC2)OC1=O (centres undefined)	-1	1

nr	VLA-4 agonist	Prostate diff
49	-7	3
50	?	25
51	2	2
52	2	8
53	?	10
54	7	12
55	-5	7
56	2	6

The listing continues:
nr	SMILES	VLA-4 antagonist	Autofluor Jurkat
57	CP(C)(=O)CCC(=O)O	-31	1.1
58	Cc1ccc(-n2c(O)c(C=NCCN3CCOCC3)c(=O)[nH]c2=O)cc1	2	0.99
59	CC(C)[C@@]1(NC(=O)[C@@H]2C[C@@H]3c4cccc5[nH]cc(c45)C[C@H]3N(C)C2)O[C@@]2(O)[C@@H]3CCCN3C(=O)[C@H](Cc3ccccc3)N2C1=O	-30	1.3
60	COCCOC(=O)C1=C(C)OC(N)=C(C(=O)OC)C12C(=O)Nc1ccccc12 (centres undefined)	-15	0.99
61	Cc1ccc2cc3cc(C(=O)N4CCC5(CC4)OCCO5)oc3nc2c1	-10	1.1
62	Cc1ccccc1-n1c(O)c(C=NCCN2CCOCC2)c(=O)[nH]c1=O	-18	1.1
63	CN(C)CCN=Cc1c(O)n(-c2cccc3ccccc23)c(=O)[nH]c1=O	-25	1
64	COc1ccc(CCn2c(O)c(C=NCc3cccnc3)c(=O)[nH]c2=O)cc1OC	0	0.91

nr	VLA-4 agonist	Prostate diff
57	6	1
58	0	5
59	14	7
60	1	1
61	2	4
62	2	3
63	0	5
64	-6	5

Next section.
nr	SMILES	VLA-4 antagonist	Autofluor Jurkat
65	O=C(c1ccncc1)C12CN3CN(CN(C3)C1)C2	-2	1.1
66	COc1ccccc1N(CC(=O)NC1CCCCC1)C(=O)c1cnn(C(C)C)c1	2	1.1
67	O=C(C1CCN(c2nc3ccc(Br)cc3s2)CC1)N1CCC2(CC1)OCCO2	-20	1.2
68	Cc1ccc(C)c(NC(=O)CSc2nnc([C@@H](N)Cc3c[nH]c4ccccc34)o2)c1	-17	1.1
69	Cn1ncnc2c(=O)n(C)c(=O)nc1-2	?	1.1
70	Cc1c(C(=O)N2CCC3(CC2)OCCO3)sc2ncnc(N3CCN(c4ccccn4)CC3)c12	6	1.1
71	COc1cccc(-c2nc(CS(=O)CC(=O)N3CCC4(CC3)OCCO4)c(C)o2)c1 (centres undefined)	2	0.95
72	Cc1ccc(C2SCC(=O)Nc3c2c(=O)[nH]n3C2CCOC(C)(C)C2)cc1 (centres undefined)	-6	1

nr	VLA-4 agonist	Prostate diff
65	-8	2
66	0	14
67	-6	11
68	6	15
69	?	12
70	1	2
71	4	5
72	0	5

Further entries:
nr	SMILES	VLA-4 antagonist	Autofluor Jurkat
73	CNCCc1c[nH]c2ccccc12	-71	1
74	Cc1nc2cc(-c3ccccc3)nn2c(C)c1CCC(=O)N1CCC2(CC1)OCCO2	?	1.2
75	CC1(C)CC(=O)C=C(NCCN2CCN(C(=O)Cc3ccc(Cl)cc3)CC2)C1	-33	1.1
76	C=CCN1C(=O)C2(C(C(=O)OCC)=C(N)Oc3c2c(=O)oc2ccccc32)c2ccccc21 (centres undefined)	-8	1.1
77	CCCS(=O)(=O)N1CCCC(C(=O)N2CCC3(CC2)OCCO3)C1 (centres undefined)	-16	1
78	Cn1c(C(=O)N2CCC3(CC2)OCCO3)cc2c(=O)n(C)c3ccccc3c21	6	1.1
79	O=c1[nH]c(=O)n(CCc2ccc(F)cc2)c(O)c1C=NCCCn1ccnc1	-13	1.4
80	CC1=C(C(=O)OC(C)C)[C@]2(C(=O)N(CC(N)=O)c3ccccc32)C(C#N)=C(N)O1	-4	0.95

nr	VLA-4 agonist	Prostate diff
73	-2	7
74	?	12
75	-7	11
76	-2	9
77	4	7
78	-3	7
79	-1	2
80	-2	2

Other compounds.
nr	SMILES	VLA-4 antagonist	Autofluor Jurkat
81	C=C1CC[C@@]2(O)[C@H]3Cc4ccc(O)c5c4[C@@]2(CCN3CC2CC2)[C@H]1O5	-12	0.96
82	COc1ccccc1N1CCN(C(CNC(=O)Oc2ccccc2)c2cccnc2)CC1 (centres undefined)	13	0.95
83	Cn1c(=O)n(CC(=O)N2CCC3(CC2)OCCO3)c(=O)c2ccccc21	-3	0.99
84	Cn1cc(C(=O)N2CCC3(CC2)OCCO3)c2c3ccccc3n(C)c2c1=O	2	1
85	O=C(C1CCN(S(=O)(=O)N2CCOCC2)CC1)N1CCC2(CC1)OCCO2	10	1
86	Cc1nc2c(-c3ccc(F)cc3)c(C)nn2c(C)c1CCC(=O)N1CCC2(CC1)OCCO2	?	1.2
87	Cc1c2cnn(CC(=O)N3CCC4(CC3)OCCO4)c(=O)c2c(C)n1Cc1ccccc1	24	0.95
88	CCC(=NCCCN1CCOCC1)c1c(O)n(Cc2ccccc2)c(=O)[nH]c1=O	-10	1.1
89	CCOC(=O)C1=C(C)N(C)C2(C)CC1c1ccccc1O2 (centres undefined)	-6	1
90	O=C(C1CCC(=O)N1C1CCCCC1)N1CCC2(CC1)OCCO2 (centres undefined)	-2	1
91	Oc1ccc(C2NCc3ccccc3-n3cccc32)cc1Cl (centres undefined)	-10	1.1

nr	VLA-4 agonist	Prostate diff
81	0	2
82	4	9
83	4	6
84	1	8
85	4	8
86	?	8
87	1	16
88	2	6
89	-1	9
90	5	6
91	5	14

Grouped by structure, those above containing a CF3 group
nr	SMILES	VLA-4 antagonist	Autofluor Jurkat
1	Cc1ccc2c(c1)[C@@H]1CN(C)CC[C@@H]1N2C(=O)Nc1cccc(C(F)(F)F)c1	-8	1.1
12	CCOP1(=S)Oc2cc3c(cc2C(C(=O)OC)(C(F)(F)F)O1)OCO3 (centres undefined)	2	0.99
31	CCOC(=O)C(O)(c1ccc(N(CC)S(=O)(=O)c2ccccc2)cc1)C(F)(F)F (centres undefined)	-10	1
32	CNP1(NC)=NC(C(F)(F)F)=NC(C(F)(F)F)=N1	-12	1.1
46	CC#CP(=O)(OCC)C(O)(c1ccccc1)C(F)(F)F (centres undefined)	-8	0.96

nr	VLA-4 agonist	Prostate diff
1	2	55*
12	7	3
31	2	14
32	2	12
46	-2	8

A portion of the library; the hit share may differ from the screen's.
